Cneo AK release = Cryptococcus neoformans cell lysis inducers, primary screen, AK release luminescence, single concentration; C. neoformans lysis, adenylate kinase release luminescence, 4 h; normalised: neutral wells 0, clomiphene wells 100; lysis activity, % at 15 µM; 360,000 compounds, 0.2% hits; AID 651654, 2012;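 active = mean lysis activity across replicates of at least 80%, whatever share of replicates individually reach that level; inactive = mean lysis activity below 80%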
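Assay system: log-phase C. neoformans yeast / Quantity: yeast cell density of 5 × 10^6 cells/mL / Medium: fresh YPD growth medium / Compound: single dose / Timing: static 4 h at 37 °C with compound, 1 h detection / Measured by: adenylate kinase release luminescence / Read-out: lysis from increased AK signal / Benchmarks: Clomiphene as positive lysis control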
ARNT TACC3 PPI = disruptors of ARNT/TACC3 protein interaction, primary screen, biochemical, AlphaScreen, single concentration. AID 623870, 2012. 390,000 compounds, 0.66% hits. AlphaScreen His-ARNT PAS-B/GST-TACC3 binding, luminescence; TACC3 fragment carries E629A point mutation. Transforming acidic coiled-coil-containing protein 3 (Homo sapiens), Q9Y6A5. inhibition, % at 9.99 µM;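 active = mean inhibition of replicates at least 50% and at least half of replicates each reaching 50%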;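 note: 0% = complete ARNT plus TACC3 wells and 100% = ARNT alone without TACC3; many hits fall short of the cut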
esBAF inh = Bmi1 luciferase reporter increase in mESCs, primary screen, esBAF inhibitor project, mouse ES cells, Bmi1 luciferase knock-in, single point; 24 h; 100% = twice the neutral-well signal; reporter increase, % at 12.5 µM; 350,000 compounds, 2% hits; in the data active = activation above about 40%;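 note: 0% = median of the plate's neutral control wells and 100% = double that signal; a rise in the Bmi1 reporter signal indicates esBAF inhibition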
Statin myotox sup = suppressors of statin myotoxicity in C2C12 myotubes, primary screen, cell-based, single point, plate reader; C2C12 myotubes + simvastatin, ATP luminescence, 48 h; scaled: DMSO 0, geranylgeraniol control 100; rescue of ATP level, % at 7.49 µM; 330,000 compounds, 0.78% hits;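 active = mean ATP rescue above about 67%, or every replicate alone reaching that limit, limit read from the data, passing the limit was not always enough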;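 note: myotubes were challenged with 10 µM simvastatin during compound exposure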
SIRT5 block = SIRT5 desuccinylase inhibitors, primary screen, biochemical, fluorescence imaging, single point, set 5; inhibition, % at 15 µM; Purified SirT5, succinyl-peptide AMC, trypsin-coupled fluorescence; NAD-dependent protein deacylase sirtuin-5, mitochondrial (Homo sapiens), Q9NXA8; 330,000 compounds, 1.1% hits; in the data active = inhibition above about 15%
Target sequence (Q9NXA8 whole entry, looked up): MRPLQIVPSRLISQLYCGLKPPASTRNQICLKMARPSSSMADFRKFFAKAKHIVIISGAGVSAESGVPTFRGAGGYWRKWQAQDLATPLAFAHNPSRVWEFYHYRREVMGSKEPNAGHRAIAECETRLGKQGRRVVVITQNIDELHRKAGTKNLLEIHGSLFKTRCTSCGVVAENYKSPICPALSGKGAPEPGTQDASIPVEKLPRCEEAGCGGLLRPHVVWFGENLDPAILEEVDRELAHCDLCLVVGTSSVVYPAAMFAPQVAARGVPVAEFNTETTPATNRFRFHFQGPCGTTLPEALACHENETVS
ERp5 block = inhibitors of ERp5-driven insulin aggregation, primary screen, biochemical, turbidity, absorbance 650 nm, single point; 90 min; inhibition, % at 9.99 µM; 350,000 compounds, 0.05% hits; AID 651711, 2012;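 active = mean replicate inhibition above about 25%, with every replicate also reaching it, limit read from the data, passing the limit was not always enough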
Target sequence (Q15084 whole entry, looked up): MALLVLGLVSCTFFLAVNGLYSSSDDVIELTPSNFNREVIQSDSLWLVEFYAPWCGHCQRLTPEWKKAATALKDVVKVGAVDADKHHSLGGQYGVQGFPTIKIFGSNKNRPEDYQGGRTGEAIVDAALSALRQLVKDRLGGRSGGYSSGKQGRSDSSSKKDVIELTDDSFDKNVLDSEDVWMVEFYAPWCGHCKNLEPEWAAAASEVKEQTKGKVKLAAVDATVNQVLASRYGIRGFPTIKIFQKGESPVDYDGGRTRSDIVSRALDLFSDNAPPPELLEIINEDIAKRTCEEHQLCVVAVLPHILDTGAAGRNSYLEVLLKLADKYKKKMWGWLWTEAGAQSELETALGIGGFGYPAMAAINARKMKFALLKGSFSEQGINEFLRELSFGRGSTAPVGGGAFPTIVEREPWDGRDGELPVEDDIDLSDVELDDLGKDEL
miR122 inh = miR-122 Renilla sensor signal increase in Huh7, primary screen, miR-122 inhibitor project, cell-based, single point, plate reader | activation (reporter increase), % at 12.5 µM | 340,000 compounds, 0.3% hits | Huh7 miR-122 Renilla luciferase sensor, 48 h; neutral wells = 0, positive control = 100;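 active = mean replicate activation score at least 90 and every replicate individually at or above 90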;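 note: higher luciferase means less miR-122 activity so hits act as miR-122 inhibitors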
Numbers without * were called inactive; . = no result given; [ ] = dose if it differs, or a comment.

SMILES | Cneo AK release | ARNT TACC3 PPI | esBAF inh | Statin myotox sup | SIRT5 block | ERp5 block | miR122 inh
C[C@H]1CN([C@@H](C)CO)C(=O)c2cc(/C=C/c3ccccc3)cnc2O[C@H]1CN(C)C(=O)c1cccnc1 | -3.7 | -4.9 | 5.3 | -27.0 | -16.7 | 3.2 | 12.7[16.7 µM]
O=C1CCCN1CCCNc1ncnc2c1[nH]c1ccccc12 | -1.3 | 3.5 | 0.6 | 13.6 | . | . | 7.1
CSCC[C@H](NC(=O)c1cc([N+](=O)[O-])ccc1Cl)c1nc2ccccc2[nH]1 | 1.1 | -1.4 | . | . | -0.4 | 0.5 | .
Cc1noc(C)c1C(=O)OCC(=O)NC1CCCCC1C (configuration not stated) | -0.8 | 1.3 | -2.5 | 6.4 | -3.6 | 1.5 | .
CC1=NN(c2ccccc2)C(=O)/C1=C/C=C/c1ccc(N(C)C)cc1 | . | 22.7 | . | . | 2.9 | 2.0 | .
CCOC(=O)N1CCN(C(=O)c2ccc3c(c2)N(Cc2cc(C)ccc2C)C(=O)c2ccccc2S3=O)CC1 (configuration not stated) | 0.9 | 8.4 | 1.9 | 29.9 | 0.5 | -2.0 | -11.4
O=S(=O)(c1ccc(NC(=S)N2CCOCC2)cc1)N1CCCCC1 | 0.5 | . | -3.6 | -6.2 | -2.7 | 0.0 | 1.0
Cc1cc(C)c(OCCCCNCc2ccccc2)c(Cl)c1 | -1.4 | -5.0 | -17.7 | -13.8 | . | . | -7.9
COC(=O)c1c(C)oc(C)c1S(=O)(=O)N1CCCCC1 | 4.7 | 12.9 | 7.7 | 3.2 | 0.0 | -12.8 | .
C[C@@H]1CN([C@H](C)CO)C(=O)c2cc(NS(=O)(=O)c3cn(C)cn3)ccc2O[C@@H]1CN(C)C(=O)Nc1ccc(C(F)(F)F)cc1 | -2.0 | -3.7 | 5.2 | . | -1.1 | -4.1 | 0.3[16.7 µM]
Cc1ccccc1-n1nc(CSc2nc3ccccc3[nH]2)c(-c2ccccc2)c1N | . | 0.5 | . | . | 0.2 | -5.7 | .
COCCn1c(C)cc(C(=O)CSc2nc3ccccc3c(=O)n2C(C)COC)c1C (configuration not stated) | . | . | . | . | 4.0 | 6.3 | -1.0

3 of the entries above in order of their number in SIRT5 block, rising:
canonical_smiles	SIRT5 block
Cc1noc(C)c1C(=O)OCC(=O)NC1CCCCC1C (configuration not stated)	-3.6
Cc1ccccc1-n1nc(CSc2nc3ccccc3[nH]2)c(-c2ccccc2)c1N	0.2
CCOC(=O)N1CCN(C(=O)c2ccc3c(c2)N(Cc2cc(C)ccc2C)C(=O)c2ccccc2S3=O)CC1 (configuration not stated)	0.5

More results.
SMILES | Cneo AK release | ARNT TACC3 PPI | esBAF inh | Statin myotox sup | SIRT5 block | ERp5 block | miR122 inh
CC(C)Cn1c(N)c(C(=O)CSc2nnnn2C)c(=O)n(C)c1=O | 0.7 | -3.3 | 2.7 | -5.8 | . | . | 1.5
CCCCNC1=C(Br)C(=O)CC(C)(C)C1 | 0.5 | 0.9 | 0.1 | 8.9 | . | . | -6.8
COc1ccc(C(C)=O)cc1COc1ccc(Cl)cc1Cl | -1.5 | -14.4 | . | . | 5.2 | 0.5 | 5.1
O=C(NCc1ccccc1)C1=C[C@H](c2ccc(Br)cc2)C[C@H](OCc2ccc(CO)cc2)O1 | -1.1 | 14.8 | -5.2 | 1.4 | . | 3.7 | 4.4
C[C@H](CO)N1C[C@H](C)[C@H](CN(C)C(=O)Nc2ccccc2)OCc2ccccc2-c2ccccc2C1=O | 3.2 | -11.5 | 3.3 | 18.8 | -3.9 | -1.3 | .
CCOC(=O)c1c(N)sc2c(NC(C)=O)cccc12 | 0.0 | 6.3 | 7.6 | -3.0 | . | . | 9.3
CCS(=O)(=O)Nc1ccc2c(c1)C(=O)N(C)[C@H]1CC[C@H](CC(=O)NCc3ccc(OC)cc3)O[C@H]1CO2 | -2.9 | 0.3 | -0.3 | -0.7 | -2.2 | 6.7 | 15.6[16.7 µM]
O=C(COC(=O)c1ccc(O)cc1O)NC(=O)c1ccccc1 | -4.1 | -2.9 | -3.4 | -11.6 | 0.6 | 2.8 | -5.1
O=C1NC2(CCCCO2)CO1 (configuration not stated) | -1.0 | -9.0 | 2.5 | -2.4 | . | -8.7 | -3.9
Cc1ccc(S(=O)(=O)N(C)C[C@@H]2OCCCC[C@H](C)Oc3ccc(NC(=O)CCCCCC(=O)Nc4ccccc4N)cc3C(=O)N([C@H](C)CO)C[C@@H]2C)cc1 | -2.0 | -5.1 | -2.6 | . | -0.9 | -3.4 | -8.2[16.7 µM]
Cc1ccc(S(=O)(=O)Nc2ccc3c(c2)C(=O)N([C@H](C)CO)C[C@@H](C)[C@H](CN(C)Cc2ccncc2)OCCCC[C@@H](C)O3)cc1 | -2.1 | -8.1 | 1.9 | . | 3.0 | 5.2 | -8.9[16.7 µM]
Cc1[nH]n(-c2ccccc2)c(=O)c1N=Nc1ccc(C(N)=O)cc1 | -1.4 | -8.1 | -4.2 | 15.7 | 3.8 | 0.7 | 0.0
C=CCN(CC=C)Cc1nc(N)nc(Nc2ccccc2C)n1 | 1.7 | 41.8 | 8.7 | -0.8 | -2.8 | -21.5 | 2.0
Cc1ccc(S(=O)(=O)CCC(=O)OCC(=O)c2cc(C)n(C)c2C)cc1 | -0.3 | 7.0 | 0.3 | 0.1 | 0.9 | -7.7 | -7.0
Cc1oc(/N=C/c2ccc(F)cc2)c(C#N)c1C | -3.5 | -1.7 | -8.6 | -29.4 | . | 2.8 | -2.3
CN(C)c1ccc2c(c1)[C@H]1C[C@H](CC(=O)NCc3ccncc3)O[C@H](CO)[C@H]1O2 | -2.1 | 10.3 | -2.4 | 4.0 | -3.0 | -3.0 | 0.8[16.7 µM]
CCOCCCNc1nc2c(c(=O)n(C)c(=O)n2C)n1CCCc1ccccc1 | -1.6 | -4.8 | 1.4 | -6.4 | . | . | 3.3
CN(C)C(=S)Nc1cccc(C(F)(F)F)c1 | . | 1.6 | . | . | 3.0 | 3.0 | .
CCNC(=O)C[C@@H]1C=C[C@H](NC(=O)NC2CCCCC2)[C@H](CO)O1 | 0.6 | -5.6 | 0.0 | -0.3 | 0.7 | -8.7 | .
C[C@H]1CN([C@@H](C)CO)C(=O)c2cccc(NS(=O)(=O)c3cn(C)cn3)c2O[C@H]1CN(C)Cc1ccc2c(c1)OCO2 | 2.1 | -5.8 | -2.0 | -71.0 | 1.2 | 6.9 | 1.9[16.7 µM]
O=C(CC1(CC(=O)N2CCOCC2)CCCC1)Nc1ccc(F)cc1 | 3.3 | -4.1 | . | -8.3 | 0.1 | 3.4 | 4.5
CNC(=O)COc1ccccc1C(=O)Nc1ccc2c(c1)oc1ccccc12 | 5.7 | 25.2 | -56.8 | -16.2 | . | . | 10.7
Cc1cc(F)ccc1S(=O)(=O)N1CCCOC1CNC(=O)C(=O)NCCCN1CCOCC1 (configuration not stated) | 1.9 | -0.4 | -3.0 | 7.8 | -4.3 | 2.1 | 0.2
COC(=O)c1cc2sccc2n1CC(=O)Nc1cc(OC)cc(OC)c1 | 1.5 | -2.5 | -6.5 | 22.0 | 0.6 | -5.6 | -2.8
Cc1c(C(=O)N2CCCC2)oc2c1-c1[nH]ncc1CC2 | 0.6 | 2.5 | 7.3 | -3.9 | -0.2 | -1.4 | -2.2
COc1ccc(NC(=O)N(C)C[C@H]2OCCCC[C@H](C)Oc3ccc(NS(C)(=O)=O)cc3C(=O)N([C@H](C)CO)C[C@@H]2C)cc1 | -0.5 | 15.9 | 3.3 | . | -1.5 | -3.8 | -6.5[16.7 µM]
Cc1ccccc1-c1nc(CS(=O)(=O)CC(=O)NCCCN2CCCC2=O)c(C)o1 | -4.9 | 2.4 | -5.2 | 11.1 | . | 7.2 | 0.9
O=C(C[C@H]1CC[C@H]2[C@@H](COC[C@@H](O)CN2C(=O)Nc2ccc(Cl)cc2)O1)NCC1CC1 | -3.0 | 2.1 | 26.2 | -28.6 | -1.7 | -2.5 | 8.3[16.7 µM]
CC(C(=O)N1CCCC1)N1CCN(S(=O)(=O)c2ccc(OC(F)(F)F)cc2)CC1 (configuration not stated) | 2.3 | . | -3.1 | -5.9 | -17.8 | 0.0 | 0.3
COc1ccc(-c2noc(C3CCCN(C(=O)c4cccc(C)c4)C3)n2)cc1 (configuration not stated) | 5.1 | 4.9 | 1.5 | -3.7 | -1.2 | 0.1 | -5.9
Cc1cccc(S(=O)(=O)N2CC[C@H]3[C@H](CO)Nc4ccc(C#Cc5ccc(F)cc5)cc4[C@H]32)c1 | 55.3 | -0.9 | 0.2 | 4.9 | 11.7 | -0.9 | -3.1[16.7 µM]
O=C(CC12CC3CC(CC(C3)C1)C2)Nc1ccccc1N1CCOCC1 | 1.4 | 0.4 | -7.1 | -1.4 | -5.1 | 2.3 | .
Cc1cn([C@H]2C[C@H](O)[C@@H](COS(=O)(=O)O)O2)c(=O)[nH]c1=O | -2.6 | 27.9 | 4.1 | -10.5 | 10.4 | -12.2 | 6.8
CCCNC(=O)C[C@H]1CC[C@@H]2[C@H](COc3ccc(NC(=O)Nc4ccccc4F)cc3C(=O)N2C)O1 | 53.0 | -2.6 | 5.2 | -39.3 | 1.4 | 5.6 | -16.7[16.7 µM]
O=C1NC(=S)N/C1=C/c1cccnc1 | -3.1 | -2.6 | . | . | 3.2 | -1.8 | 4.2
O=C(C[C@H]1C[C@H]2c3cc(NC(=O)c4cccnc4)ccc3O[C@H]2[C@H](CO)O1)NCCc1ccccc1 | 26.8 | 4.2 | 5.6 | -1.4 | -1.7 | -5.4 | -6.1[16.7 µM]
COc1cccc(NC(=O)CCN2C(=O)c3cccc([N+](=O)[O-])c3C2=O)c1 | 0.7 | 9.3 | -10.3 | 0.9 | -1.7 | -0.8 | -7.2
COC(=O)c1ccc(NC(=O)C(=O)N2CCN(C(=S)Nc3cccc(OC)c3)CC2)cc1 | -2.3 | 2.8 | -6.3 | -1.4 | . | . | -5.2
C[C@H]1CN([C@@H](C)CO)C(=O)Cc2cc(NC(=O)Cn3cnnn3)ccc2O[C@H]1CN(C)S(=O)(=O)c1cn(C)cn1 | -1.9 | . | 2.8 | -18.9 | 6.9 | 15.8 | -1.0[16.7 µM]
COc1ccc(C(=O)CC(C#N)c2ccc3c(c2)OCO3)cc1OC (configuration not stated) | -1.3 | . | -4.7 | 4.1 | -1.3 | -2.5 | -5.6
COC(=O)C1=C(C)N(c2cc(C)cc(C)c2)/C(=C/c2ccc(O)cc2)C1=O | . | 4.7 | 0.7 | 9.4 | 0.4 | 2.4 | 2.2
CCN(CCn1cccn1)C(=O)c1cc(COc2ccccc2SC)on1 | -0.5 | 0.1 | . | . | -0.9 | -1.2 | -5.0
C(=N\n1cncn1)/c1ccc(N2CCOCC2)cc1 | -0.1 | -20.8 | -4.8 | -1.4 | . | . | -1.5
Cc1sc(NC(=O)c2ccccc2)c(C(=O)c2ccccc2)c1C | 0.9 | -2.9 | . | . | -3.6 | 1.5 | -8.2
CCCCn1nc2cc(C(=O)NCC3CC3)ccc2c1OCC | -0.6 | -4.4 | -1.1 | -9.4 | . | -4.9 | .
Cc1nn(-c2ccccc2Cl)c(Cl)c1/C=C(\C#N)C(N)=O | . | -7.7 | . | . | -4.1 | 4.4 | .

From PubChem BioAssay
